Source: PubChem
MC4R ag barr: activates human MC4R beta-arrestin recruitment | U2OS MC4R beta-arrestin complementation, luminescence; percent of melanotan II response, DMSO zero | AID 540308 | P32245 | activation, % at 8.9 µM | actives 0.98% (n = 360,000);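 active means activation above a per-plate cutoff, the mean activation of sample wells on that plate plus 3 SD, cut at about 8% in these data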
Target sequence (P32245 whole entry, looked up): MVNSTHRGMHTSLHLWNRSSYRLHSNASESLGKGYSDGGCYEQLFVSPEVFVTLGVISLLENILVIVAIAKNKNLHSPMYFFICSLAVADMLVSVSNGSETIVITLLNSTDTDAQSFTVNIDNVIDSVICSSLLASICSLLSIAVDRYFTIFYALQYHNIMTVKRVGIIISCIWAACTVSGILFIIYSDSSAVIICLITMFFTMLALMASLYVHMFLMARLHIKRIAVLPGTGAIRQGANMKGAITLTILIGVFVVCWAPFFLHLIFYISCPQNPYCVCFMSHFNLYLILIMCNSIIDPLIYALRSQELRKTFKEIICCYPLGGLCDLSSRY
aDG glyco up: increases alpha dystroglycan glycosylation; Pro5-aDG cells, alpha-DG glycosylation AlphaScreen (IIH6); 0% Pro5, 100% B10-LARGE cell signal; activation, % at 10 µM; actives 0.22% (n = 360,000); AID 624168;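 active means activation of at least 8% versus controls, or a plate z-score of at least 8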;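 further: Pro5 are CHO cells carrying HIG-tagged alpha-DG that lacks glycosylation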
hiPSC survival: hiPSC single-cell survival enhancement; ATPlite luminescence; 100% = ROCK inhibitor wells, 0% = DMSO; AID 602274; actives 0.044% (n = 360,000); survival enhancement, % at 20 µM; in the data active means survival enhancement above about 18%;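 further: cells exposed to compounds for 16 hours before the ATP read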
N-glyco inh: blocks N-linked glycosylation in D54 reporter cells; D54 ERlucT glycosylation luciferase reporter, 24 h; percent of 100 nM tunicamycin response; reporter increase, % at 12.5 µM; actives 0.23% (n = 360,000); AID 588692;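 active means mean luciferase reporter signal, scaled so untreated is 0 and the glycosylation-blocking control 100, at or above a set limit in every replicate; inconclusive means mean reaches the limit but not every replicate does; inactive means mean below the limit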;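 further: luciferase carries N-glycosylation sites so blocking glycosylation raises the light; 0% = median of neutral control wells and 100% = median of 100 nM tunicamycin wells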
m5-HT2A agonist: activates the mouse 5-HT2A serotonin receptor; P35363; CHO-K1 mHTR2A beta-arrestin complementation, luminescence; percent of 30 µM serotonin response; activation, % at 7.6 µM; actives 0.66% (n = 360,000);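 active means activation above a run cutoff, the mean activation of all tested compounds plus 3 SD, cut at about 14% in these data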;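 further: 0% = plate median of compound wells and 100% = 30 µM serotonin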
Target sequence (P35363 whole entry, looked up): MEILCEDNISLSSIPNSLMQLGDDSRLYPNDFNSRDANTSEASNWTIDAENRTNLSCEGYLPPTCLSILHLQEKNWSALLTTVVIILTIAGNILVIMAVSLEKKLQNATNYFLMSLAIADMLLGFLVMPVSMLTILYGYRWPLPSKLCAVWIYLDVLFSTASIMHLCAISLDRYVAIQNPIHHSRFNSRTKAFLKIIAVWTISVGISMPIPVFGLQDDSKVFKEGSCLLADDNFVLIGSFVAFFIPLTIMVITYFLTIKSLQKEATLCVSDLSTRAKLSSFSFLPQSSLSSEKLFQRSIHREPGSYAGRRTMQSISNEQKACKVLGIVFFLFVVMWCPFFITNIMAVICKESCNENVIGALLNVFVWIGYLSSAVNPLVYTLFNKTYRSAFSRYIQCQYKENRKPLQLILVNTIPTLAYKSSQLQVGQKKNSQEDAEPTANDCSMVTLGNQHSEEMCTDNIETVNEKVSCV
H9c2 protect: protects H9c2 cardiomyocytes from peroxide injury. protection from H2O2 cell death, % at 20 µM. H2O2 injury protection, ATPLite, 2 h. actives 0.63% (n = 360,000);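 active means compounds giving at least 50% protection of heart cells from peroxide-induced death in the single-dose screen, raw or plate-pattern-corrected value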;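 further: 0% = DMSO wells with peroxide and 100% = DMSO wells without peroxide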
Granule exo inh: lytic granule exocytosis inhibition; TALL-104 LAMP-1 surface exposure, flow cytometry; cells stimulated with thapsigargin and PMA; inhibition, % at 10 µM; actives 0.66% (n = 360,000);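 active means inhibition above about 55%, limit read from the data; inconclusive means no clear call, values can overlap the other calls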
ABCB6 inh MLPCN: human ABCB6 transporter inhibition; actives 0.19% (n = 360,000); fluorescence ratio to DMSO, % at 10 µM; K562-ABCB6 porphyrin accumulation, flow cytometry, 1 h; active compounds read low; Q9NP58; AID 602162;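 active means fluorescence ratio to DMSO below 75%, the collection mean minus 3 SD; inconclusive means too few cells collected in the well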;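 further: signal is porphyrin accumulated inside mitochondria; 100% equals median channel fluorescence of DMSO control wells; lower ratio means ABCB6 inhibition with less porphyrin fluorescence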
ABHD5 PLIN5 PPI: ABHD5-PLIN5 protein interaction inhibition. Q00G26+Q8WTS1. Split G. princeps luciferase complementation, luminescence, 4 h. inhibition, % at 4 µM. actives 0.78% (n = 360,000);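 active means inhibition above the mean inhibition across every tested compound plus 3 SD, cut at about 22% in these data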;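 further: 0% = DMSO only wells and the 100% control is not disclosed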
MC4R antag cAMP: blocks human MC4R cAMP signaling; P32245; MC4R-expressing cells, MTII-stimulated cAMP, LANCE TR-FRET; inhibition, % at 6.5 µM; actives 0.48% (n = 360,000); AID 540295;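 active means inhibition above its plate's cutoff, the mean of tested wells on that plate plus 3 SD, cut at about 29% in these data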;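 further: 0% = Melanotan II alone and 100% = Melanotan II plus saturating MCL0020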
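system = U2OS cells with stable human MC4R expression | also added = Melanotan II challenge after compound preincubation | dosing = one concentration, 6.5 µM nominal | incubation = compound 30 min, challenge 1 h, detection 1 h | measured by = TR-FRET with Eu-cAMP and labeled anti-cAMP, 671 nm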
* marks the source's active call; other numbers are inactive results; ? = inconclusive; . = not tested or not shown.

SMILES	MC4R ag barr	aDG glyco up	hiPSC survival	N-glyco inh	m5-HT2A agonist	H9c2 protect	Granule exo inh	ABCB6 inh MLPCN	ABHD5 PLIN5 PPI	MC4R antag cAMP
Cn1nc(-c2ccccc2F)c2cc(C(=O)Nc3ccc4c(c3)OCCO4)sc21	3.5	-0.1	-1.0	0	2	56*	2	93	3	9
CCS(=O)(=O)c1ccc2oc(Nc3ccccc3Cl)nc2c1	-0.6	-0.1	-0.4	-3	6	0	-21	100	-16	5
Cc1cc(C)cc(NC(=O)NNC(=O)c2cc3occc3[nH]2)c1	-2.2	-0.3	-0.5	3	7	1	-2	92	0	-5
Cn1c(SCC(=O)Nc2cc([N+](=O)[O-])ccc2F)nnc1C(F)(F)F	-3.4	0.2	3.4	0	2	-11	2	92	-5	-6
O=[N+]([O-])c1ccc(CS(=O)(=O)N2CCN(c3ccccc3)CC2)cc1	-0.3	0.1	0.4	1	8	-5	-10	96	2	18
CCCCN(C(=O)c1cc2c(s1)CCC2)c1c(N)n(CCCC)c(=O)[nH]c1=O	-3.4	-0.3	-0.4	0	-2	-4	-2	91	-5	-3
O=C(NC1CCCCC1)C1c2ccccc2OCC(=O)N1Cc1ccco1 (stereo unspecified)	.	0.1	0.2	.	-2	.	-7	101	-15	.
CC(=O)Nc1ccc(N/C=C2/CCCC2=O)cc1	-1.4	-0.1	-0.1	1	0	1	-9	100	-3	10
NC(=O)C1CCN(C(=O)c2cccc(S(=O)(=O)N3CCc4ccccc4C3)c2)CC1	1.1	-0.1	-2.7	1	1	10	-1	99	0	2
Cc1ccc2nc(SCC(=O)N3CCCCCC3)nc(=O)n2c1	-1.8	-0.3	-0.3	3	-9	7	0	97	4	0
Cc1onc(-c2ccccc2)c1-c1ccc(S(N)(=O)=O)cc1	-0.1	0.8	-0.8	1	3	0	-2	94	-1	4
Cc1c(S(=O)(=O)Nc2ccc(Br)cc2)c(=O)n(C)c(=O)n1C	-1.6	-0.1	2.0	-1	3	1	7	102	3	9
S=c1nccc(-c2cc(Cl)sc2Cl)[nH]1	-0.4	0.8	2.2	2	10	11	-2	100	0	6
Clc1ccc(OCCn2ccnc2)c2ccccc12	-2.8	-0.1	0.5	2	8	-7	-1	96	13	14
C=CCn1c(O)c(N=NC(=O)CNC(=O)c2ccncc2)c2ccccc21	-3.5	0.1	0.8	0	7	4	12	107	-1	-6
COc1ccc(NC(=O)COC(=O)Cn2cnc3ccccc3c2=O)cc1OC	0.0	-0.1	-0.1	0	-1	-2	?	94	0	16
Cc1ccc(S(=O)(=O)Cc2ccc(C(=O)N3CCCCC3C)cc2)cc1 (stereo unspecified)	-2.5	-0.6	0.4	.	2	7	-4	89	2	15
CCCC(C(=O)Nc1ccc(S(=O)(=O)Nc2nccs2)cc1)c1ccccc1 (stereo unspecified)	1.1	-0.3	1.8	7	1	-3	-3	94	-9	11
c1csc(Cn2c(-c3cccs3)nc3ccccc32)c1	1.1	0.5	-1.9	-3	-8	-4	-1	90	9	1
CCOc1ccc(NC(=O)N2CCN(Cc3ccc4c(c3)OCO4)CC2)cc1	-3.1	0.1	-2.1	-1	7	1	0	99	-5	-3
COc1ccc(-c2nc(NC(=O)c3[nH]c(C)c(C(C)=O)c3C)sc2C)cc1	0.6	-0.1	0.4	1	-5	26	-2	99	-11	3
CSCCC(NC(=O)c1ccco1)C(=O)N1CCC(C(N)=O)CC1 (stereo unspecified)	-1.0	0.0	0.2	0	-6	1	2	101	-4	0
CCCCNC(=O)CN(c1cccc(F)c1)S(C)(=O)=O	2.3	0.0	1.2	1	0	0	2	99	0	6
COC(=O)[C@]12CCCCC=C1N(Cc1ccc(Cl)cc1Cl)C(=O)[C@H](CC(=O)NCc1cccc3ccccc13)C2	.	-0.2	-1.2	.	-2	.	0	101	-7	.
COC(=O)c1cccc(Nc2ncnc3sccc23)c1	-2.6	0.2	-0.9	-2	-1	-11	-3	98	-3	2

Complete entries, quoted from the list. Order of screens: MC4R ag barr, aDG glyco up, hiPSC survival, N-glyco inh, m5-HT2A agonist, H9c2 protect, Granule exo inh, ABCB6 inh MLPCN, ABHD5 PLIN5 PPI, MC4R antag cAMP
Entry for COc1ccc(NC(=O)COC(=O)Cn2cnc3ccccc3c2=O)cc1OC → 0.0, -0.1, -0.1, 0, -1, -2, ?, 94, 0, 16
Entry for COC(=O)c1cccc(Nc2ncnc3sccc23)c1 → -2.6, 0.2, -0.9, -2, -1, -11, -3, 98, -3, 2
Entry for Cc1onc(-c2ccccc2)c1-c1ccc(S(N)(=O)=O)cc1 → -0.1, 0.8, -0.8, 1, 3, 0, -2, 94, -1, 4
Entry for CSCCC(NC(=O)c1ccco1)C(=O)N1CCC(C(N)=O)CC1 (stereo unspecified) → -1.0, 0.0, 0.2, 0, -6, 1, 2, 101, -4, 0

The main list resumes, repeating the 7 entries before the break.
SMILES	MC4R ag barr	aDG glyco up	hiPSC survival	N-glyco inh	m5-HT2A agonist	H9c2 protect	Granule exo inh	ABCB6 inh MLPCN	ABHD5 PLIN5 PPI	MC4R antag cAMP
c1csc(Cn2c(-c3cccs3)nc3ccccc32)c1	1.1	0.5	-1.9	-3	-8	-4	-1	90	9	1
CCOc1ccc(NC(=O)N2CCN(Cc3ccc4c(c3)OCO4)CC2)cc1	-3.1	0.1	-2.1	-1	7	1	0	99	-5	-3
COc1ccc(-c2nc(NC(=O)c3[nH]c(C)c(C(C)=O)c3C)sc2C)cc1	0.6	-0.1	0.4	1	-5	26	-2	99	-11	3
CSCCC(NC(=O)c1ccco1)C(=O)N1CCC(C(N)=O)CC1 (stereo unspecified)	-1.0	0.0	0.2	0	-6	1	2	101	-4	0
CCCCNC(=O)CN(c1cccc(F)c1)S(C)(=O)=O	2.3	0.0	1.2	1	0	0	2	99	0	6
COC(=O)[C@]12CCCCC=C1N(Cc1ccc(Cl)cc1Cl)C(=O)[C@H](CC(=O)NCc1cccc3ccccc13)C2	.	-0.2	-1.2	.	-2	.	0	101	-7	.
COC(=O)c1cccc(Nc2ncnc3sccc23)c1	-2.6	0.2	-0.9	-2	-1	-11	-3	98	-3	2
CC(C)Oc1ccccc1OCCCOc1cccc2cccnc12	-0.4	0.6	0.0	-4	-3	0	3	97	-5	19
CC1(C(=O)O)CCN1C(=O)c1ccccc1F (stereo unspecified)	1.1	-0.4	3.1	1	1	8	2	107	-4	2
CCCCCCCCN1C(=O)[C@H](CC(=O)NCCCCc2ccccc2)C[C@@]2(C(=O)OCC)CCCC=C12	.	-0.2	2.1	.	-5	.	22	97	9	.
NNC(=O)CN1CCN(c2ncc(C(F)(F)F)cc2Cl)CC1	-1.6	0.1	-2.4	0	0	4	0	96	-1	6
CC(/C=N/n1c(-c2ccco2)n[nH]c1=S)=C\c1ccco1	-3.2	0.1	-1.0	3	0	14	-4	102	2	2
COc1ccc(CCNC(=O)C2(C)CCC(=O)N2Cc2ccc(F)cc2Cl)cc1OC (stereo unspecified)	-0.9	0.0	0.6	2	-3	4	-1	105	-9	39*
CN1CCN(C2=NC(=O)/C(=C/c3ccccc3OS(=O)(=O)c3ccccc3)S2)CC1	-2.0	-0.3	-0.5	-1	-3	7	15	102	-5	10
Cc1ccccc1C(C)NS(=O)(=O)c1ccc2c(c1)OCCO2 (stereo unspecified)	-1.4	0.2	0.9	0	8	-2	-2	98	8	4
Nc1ncc(Br)cc1S(=O)(=O)NCCC(=O)N1CCN(c2ccccn2)CC1	-1.8	-0.1	-1.3	0	0	0	-3	101	4	12
COCc1nnc(NC(=O)C(C)C)s1	-1.8	0.1	1.4	0	-4	7	4	93	-10	0
O=C(O)c1cc(N2C(=O)C3C4C=CC(C4)C3C2=O)ccc1N1CCOCC1 (stereo unspecified)	-2.8	0.3	-0.3	2	-2	6	-2	105	1	19
OC(CN1CCN(c2ccccc2F)CC1)c1ccc(F)cc1 (stereo unspecified)	0.2	0.0	0.2	1	-4	-1	-4	101	10	21
COC(=O)C(Cc1ccccc1)NS(=O)(=O)c1ccccc1Br (stereo unspecified)	-1.1	-0.4	0.8	1	2	0	10	100	-13	10
CCOC(=O)C1=C(C)NC(=O)NC1/C=C/c1ccccc1OC (stereo unspecified)	0.7	-0.1	0.1	2	-4	2	0	93	2	1
CN1C(=O)c2ccccc2N(C)C1c1ccccc1Cl (stereo unspecified)	0.0	0.4	-0.7	-2	-6	-4	5	99	-1	3
Nc1ccccc1S(=O)(=O)NC1=NCCCCC1	4.2	0.2	-2.0	1	5	2	-1	95	10	-8
Cc1c(-c2ccccc2Cl)nc2ccccc2c1C(=O)O	-1.3	0.0	1.4	-1	0	9	-1	99	0	0
O=C(c1cccc(S(=O)(=O)N2CCCC2)c1)N(Cc1ccco1)C1CCS(=O)(=O)C1 (stereo unspecified)	-0.2	-0.1	0.8	0	2	-1	0	97	0	3
CC(C)(C)C(=O)Nc1ccc(F)cc1[N+](=O)[O-]	0.1	-0.1	-0.6	2	2	2	5	103	9	7
Cc1cc(NC(=O)CSc2nnc(-c3ccc(O)cc3)o2)no1	2.4	0.0	0.9	0	-6	1	1	103	3	21
CC(=O)N1CCN(C(=O)CNC(=O)c2ccc(C)s2)CC1	-2.0	-0.4	-0.6	1	2	4	-5	92	-10	0
Fc1ccccc1CNC(=S)NC1CCCCC1	-4.9	0.4	0.0	-1	-5	-4	-6	96	-8	0
CC(C)OCCCNc1nc(Cl)nc2c1cnn2C	-2.0	0.2	0.2	1	-1	8	-2	101	-2	0
CCN(CC)c1ccc2oc(=O)c(C)nc2c1	0.0	0.3	0.8	3	0	3	0	243	13	5
Cc1cc(NC(=O)COC(=O)c2cccc(S(=O)(=O)N(C)C3CCCCC3)c2)no1	-1.3	0.1	-0.2	-1	-1	-6	-5	99	0	16
O=C(NCCCN1CCOCC1)C(=O)NCc1ccccc1	0.3	0.0	0.1	1	1	3	0	94	-3	-1
COc1ccc(CCNC(=O)C2CCN(S(=O)(=O)c3ccc(SC)cc3)CC2)cc1	0.1	-0.1	-0.5	-4	9	-4	16	110	-1	-2
